# Assay outcomes as filed in PubChem.
# KDM5B inhibitor = inhibitors of human KDM5B histone demethylase. AID 1347165. Potency, µM (top dose mostly 57.7 µM), for inactives: at the top dose activity change, negative = inhibition, most hits filed as inhibitors. actives 2.6% (n = 220,000). KDM5B demethylase, FDH-coupled NADH fluorescence (FDH is formaldehyde dehydrogenase); active = well fitted inhibition curve with a large enough effect; inconclusive = small, poorly fitted or top-dose-only effect; inactive = no such curve, though single readings can be large or run the other way; also: 0% is about no effect; nearly all actives have a fitted effect of over 70% in size
# Target sequence (Q9UGL1 whole entry, looked up): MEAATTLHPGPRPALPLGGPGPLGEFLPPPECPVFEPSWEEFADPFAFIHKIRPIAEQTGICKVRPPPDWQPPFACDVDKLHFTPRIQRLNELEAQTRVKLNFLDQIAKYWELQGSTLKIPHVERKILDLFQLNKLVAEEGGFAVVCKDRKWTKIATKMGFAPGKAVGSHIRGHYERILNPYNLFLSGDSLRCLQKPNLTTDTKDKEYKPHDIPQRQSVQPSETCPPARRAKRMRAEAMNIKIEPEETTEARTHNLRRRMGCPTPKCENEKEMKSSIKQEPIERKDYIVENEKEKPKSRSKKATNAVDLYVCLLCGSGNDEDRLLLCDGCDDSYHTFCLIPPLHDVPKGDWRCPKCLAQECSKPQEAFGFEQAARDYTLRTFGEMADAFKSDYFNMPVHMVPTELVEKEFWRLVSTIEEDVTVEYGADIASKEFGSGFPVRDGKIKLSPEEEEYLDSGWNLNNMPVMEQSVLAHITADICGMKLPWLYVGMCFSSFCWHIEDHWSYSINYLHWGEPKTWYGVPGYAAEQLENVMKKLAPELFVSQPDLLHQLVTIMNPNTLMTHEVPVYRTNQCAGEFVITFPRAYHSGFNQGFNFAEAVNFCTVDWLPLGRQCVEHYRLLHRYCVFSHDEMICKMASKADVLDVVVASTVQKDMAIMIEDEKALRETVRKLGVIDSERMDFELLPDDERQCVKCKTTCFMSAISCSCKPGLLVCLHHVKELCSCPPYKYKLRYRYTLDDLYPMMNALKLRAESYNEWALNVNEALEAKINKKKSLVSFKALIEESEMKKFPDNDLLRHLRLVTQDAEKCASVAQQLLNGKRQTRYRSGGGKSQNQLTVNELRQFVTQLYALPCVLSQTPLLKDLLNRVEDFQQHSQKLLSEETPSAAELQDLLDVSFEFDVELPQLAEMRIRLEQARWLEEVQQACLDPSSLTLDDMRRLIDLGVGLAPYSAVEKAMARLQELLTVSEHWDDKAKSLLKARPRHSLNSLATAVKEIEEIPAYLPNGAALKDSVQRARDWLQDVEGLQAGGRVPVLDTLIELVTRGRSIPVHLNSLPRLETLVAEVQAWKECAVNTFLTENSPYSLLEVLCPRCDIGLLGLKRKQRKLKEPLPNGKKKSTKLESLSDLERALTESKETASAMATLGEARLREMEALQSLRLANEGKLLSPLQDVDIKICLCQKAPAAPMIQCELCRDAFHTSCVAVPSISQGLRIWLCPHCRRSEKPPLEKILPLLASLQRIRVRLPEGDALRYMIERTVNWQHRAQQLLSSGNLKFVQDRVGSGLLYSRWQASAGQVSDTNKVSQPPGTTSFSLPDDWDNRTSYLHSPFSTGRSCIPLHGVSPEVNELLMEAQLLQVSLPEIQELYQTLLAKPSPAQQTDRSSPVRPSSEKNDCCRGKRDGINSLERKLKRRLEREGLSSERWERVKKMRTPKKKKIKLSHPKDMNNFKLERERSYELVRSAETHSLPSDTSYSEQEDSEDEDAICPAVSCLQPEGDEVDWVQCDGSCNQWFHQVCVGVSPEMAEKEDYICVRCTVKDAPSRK
#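 KDM5BΔAP (200 nM final) in 50 mM HEPES pH 7.5, 0.01% Tween-20 was preincubated 10 min at RT with compound over a concentration range. Substrate mix (H3K4me3 12.5 µM, α-KG 25 µM, Fe²⁺, ascorbate, NAD⁺, FDH) was added, and NADH fluorescence change over 30 min gave dose-response curves.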
# The depositor's hits bear a star; ? = inconclusive; [ ] = dose if it differs, or a comment. Potency is read from the fitted curve at half-maximal effect.
SMILES,KDM5B inhibitor
Cn1ccc2c(OCC(=O)Nc3ccc(OC(F)(F)F)cc3)cccc2c1=O,?
COc1ccc(-c2noc(-c3ccc(NCc4ccc(C)cc4)c([N+](=O)[O-])c3)n2)cc1OC,-8.8%
O=C(Nc1nc2c(s1)CCC2)C1CC(=O)N(c2n[nH]c3cccc(F)c23)C1 (stereo not given),-1.8%
Cc1cc(C)cc(NC(=O)C2CCN(c3cc(C(F)(F)F)nc(C)n3)CC2)c1,-23.7%
CNC(=O)c1cnn2cc(C)ccc12,31.6µM*
CCCSc1ncc(Cl)c(C(=O)N2CCN(c3cccc(Cl)c3)CC2)n1,-12.6%
Cc1c(O)nc(SCC(=O)Nc2cccc(C(F)(F)F)c2)n(-c2ccccc2)c1=O,-11.3%
CCOc1ccc(-n2c(SCC(N)=O)nc3c(oc4ccccc43)c2=O)cc1,-24.0%
CCS(=O)(=O)c1ncc(Cl)c(C(=O)N(Cc2ccccc2)Cc2ccco2)n1,?
Cc1ccc2c(=O)cc(C(=O)Nc3ccc(S(N)(=O)=O)cc3)oc2c1,-7.5%
COc1ccc(CN2CCc3nc(N4CCN(C)CC4)[nH]c(=O)c3CC2)c(Cl)c1OC,10.2%
Cc1cc(C(=O)NCC2(c3ccccc3)CCC2)cc(S(N)(=O)=O)c1C,9.7%
COc1ccc(Nc2nc3ccccc3nc2NS(=O)(=O)c2ccccc2)c(OC)c1,-12.5%
Cc1ccc(-c2noc(CN(C)C(C)c3cc4ccccc4o3)n2)cc1 (stereo not given),2.7%
Cc1cc(C)c(NC(=O)C(=O)NCC(c2cccnc2)N2CCN(Cc3ccccc3)CC2)c(C)c1 (stereo not given),-1.6%
COc1cccc(C(=O)Nc2nnc(S(=O)(=O)N3CCCC3)s2)c1,-19.1%
CC1CCCN(C(=O)c2cc3ccc4cccnc4c3[nH]2)C1 (stereo not given),4.9%
N#Cc1ccc(N2CCC(C(=O)OCc3cccc4cccnc34)CC2)nc1,1.9%
O=C(CSc1nnc(-c2ccccc2)n1-c1ccc(Cl)cc1)N/N=C/c1ccccc1C(=O)O,-5.8%
C=CCNC(=O)c1cc2cccnn2n1,31.6µM*
CC1=CCCC(C)(C)C1/C=C/C(C)=N\Nc1nc2ccccc2[nH]1 (stereo not given),-14.5%
CC1=C[C@@H](CC#N)[C@H](C(C)C)C[C@H]1CC(=O)N1CCN(c2ncccn2)CC1,-26.6%[86.2 µM]
COc1ccccc1N1C(=O)Cc2ccccc2C1=O,?
O=C(c1ccc2cc[nH]c2c1)N1CCC(C(=O)N2CCCCC2)CC1,-32.7%
O=C(N[C@H]1CO[C@H]2[C@@H]1OC[C@@H]2Nc1nccc(-c2cccc(F)c2)n1)c1ccccc1,?
Cc1noc(C)c1CCC(=O)NC1CCCN(Cc2ccc(Cl)cc2)C1 (stereo not given),2.5%
COCCn1c(SC(C)C(=O)c2ccc(Br)cc2)nnc1-c1cccc(C)c1 (stereo not given),13.3%
COc1ccc(S(=O)(=O)N(C)c2ccc(C(=O)NCC3CCCO3)cc2)cc1OC (stereo not given),20.9%
CC(Oc1cccc(Cl)c1)C(=O)NCCc1ccccn1 (stereo not given),15.2%
CCN(CC)CCN1C(=O)C(O)=C(C(=O)c2sc(C)nc2C)C1c1ccc(C(=O)OC)cc1 (stereo not given),-16.4%

# Gathered by group: the compounds so far containing a furan ring, fused or not (3)
SMILES,KDM5B inhibitor
CCOc1ccc(-n2c(SCC(N)=O)nc3c(oc4ccccc43)c2=O)cc1,-24.0%
CCS(=O)(=O)c1ncc(Cl)c(C(=O)N(Cc2ccccc2)Cc2ccco2)n1,?
Cc1ccc(-c2noc(CN(C)C(C)c3cc4ccccc4o3)n2)cc1 (stereo not given),2.7%

# Gathered by group, those above with fluorine
SMILES,KDM5B inhibitor
Cn1ccc2c(OCC(=O)Nc3ccc(OC(F)(F)F)cc3)cccc2c1=O,?
O=C(Nc1nc2c(s1)CCC2)C1CC(=O)N(c2n[nH]c3cccc(F)c23)C1 (stereo not given),-1.8%
Cc1cc(C)cc(NC(=O)C2CCN(c3cc(C(F)(F)F)nc(C)n3)CC2)c1,-23.7%
Cc1c(O)nc(SCC(=O)Nc2cccc(C(F)(F)F)c2)n(-c2ccccc2)c1=O,-11.3%
O=C(N[C@H]1CO[C@H]2[C@@H]1OC[C@@H]2Nc1nccc(-c2cccc(F)c2)n1)c1ccccc1,?

# Next part
SMILES,KDM5B inhibitor
CCOCC1(C)COc2ccc(C(=O)Nc3ccc(OC)nc3)cc2N1 (stereo not given),?
Cc1cc(C)c(S(=O)(=O)N2CCC(C(=O)NCCc3csc(-c4ccccc4)n3)CC2)c(C)c1,-14.0%
Cc1ccc(OCc2nc(C#N)c(N(C)Cc3ccccc3)o2)cc1,-8.1%
COc1ccc(-n2nnnc2C2CCN(S(=O)(=O)c3ccc(C)cc3)CC2)cc1,-8.1%
CCOc1ccc(NC(=O)C(=O)c2c[nH]c3ccccc23)cc1,7.4%
O=C(c1ccccc1OC1CCN(Cc2ccccn2)CC1)N1CCSCC1,-0.5%
Cc1cc(C)c2oc(C(=O)N3CCOC34CCN(C)CC4)cc(=O)c2c1,?
COC(=O)CNC(=O)c1ccc2ccccc2c1,20.9%
COc1ccc(NC(=O)C2COc3ccccc3C2)cc1Cl (stereo not given),-12.5%
Cc1ccc(C(=O)N2CCCC(n3c(C)cnc3C3CCOCC3)C2)s1 (stereo not given),-12.5%
Cc1ccc(C2Cn3nnc(C(=O)N4CCC(C(=O)NCc5cccc(F)c5)CC4)c3CO2)cc1 (stereo not given),-17.4%
Cc1cc(C)c2oc(C(=O)Nc3ccc(S(=O)(=O)Nc4onc(C)c4C)cc3)cc(=O)c2c1,-4.6%
CCOc1ccc(CC(=O)N2CCC[C@H]2c2nc(-c3ccccc3Cl)no2)cc1OCC,-24.9%
COc1ccc(C(=O)N(C)Cc2ccccc2C(F)(F)F)cc1,-4.9%[86.2 µM]
COCCN1CCC2(C1)CN(C)c1ccc(C(=O)Nc3ccc(OC)cc3)cc12 (stereo not given),?
Cc1cc(C(=O)NN=C2CCCCCC2)c(C)o1,0.7%
C/C=C/c1ccc(OCC(=O)N2CCN(S(=O)(=O)c3cc(OC)ccc3OC)CC2)c(OC)c1,-0.3%
COC(=O)C1=C(C)N(c2ccc3c(c2)OCO3)C(=O)NC1c1c(F)cccc1Cl (stereo not given),-14.4%
Cc1ccc(NC(=O)c2nnn(Cc3cccc(C(F)(F)F)c3)c2N)c(C)c1,?
CCC(=O)NC1CCN(C(=O)N2CC3CC(C2)[C@H]2CCCC(=O)N2C3)CC1 (stereo not given in full),-10.4%
COc1ccc2c(c1)CC(C(=O)NCCCN1CCN(c3ccccc3F)CC1)CO2 (stereo not given),-10.4%
CCOC(=O)N1CCN(Cc2nc3c(c(=O)[nH]c(=O)n3C)n2CC(C)C)CC1,-14.9%
Cc1cc(C)n(CCC(=O)N2CCCn3cc(-c4ccccc4)nc32)n1,8.1%
CCOc1ccc(C(=O)NCCc2csc(-c3cccc(F)c3)n2)cc1OCC,?
O=C(C1CC(=O)N(c2ccccc2)C1)N1CCCCCC1 (stereo not given),1.2%
CN(C)C(CNC(=O)Cc1n[nH]c(=O)c2ccccc12)Cc1ccccc1 (stereo not given),7.0%
Cc1ccc(N(CC(O)CN2CCCC2)S(=O)(=O)c2ccc(C)cc2)cc1 (stereo not given),-4.6%
FC(F)(F)c1nnc2ccc(N3CCCCC3)nn12,22.3%
CCCc1nc(C)cc(N2CCN(c3ccccc3)CC2)n1,?
C=CCNC(=O)C1N(C(C)C)C(=O)C12CCCCC2 (stereo not given),-10.2%
COc1ccc(CCN(CC2CCN(C)CC2)C(=O)C(C)N2CCOCC2)cc1 (stereo not given),5.2%
COc1cccc(CNC(=O)CN2C(=O)C(C)=C(c3ccc(C)c(C)c3)S2(=O)=O)c1,?
Cc1ccc(C2C3=C(CC(C)(C)CC3=O)Nc3c2c(=O)n(C)c(=O)n3C)cc1 (stereo not given),?
COc1ccc(-c2noc(CCC(=O)Nc3ccn(C)n3)n2)cc1OC,5.4%
COc1ccc(C2c3ccc4ccccc4c3Oc3ncn(CCN4CCOCC4)c(=N)c32)cc1OC (stereo not given),-8.6%
Cc1ccc(CNC(=O)C2(c3ccc(NS(C)(=O)=O)cc3)CCCCC2)cc1,-19.5%
CCOCCCNC(=O)c1ccc(CN2C(=O)NC3(CCS(=O)(=O)CC3)C2=O)cc1,-2.0%
O=C(O)CC1C(=O)NCCN1Cc1ccc(F)cc1Cl (stereo not given),10.3%
Cc1nc2cc(N3CCCC(C(=O)O)C3)cnc2nc1C (stereo not given),?
O=C(CSc1nc(-c2ccc(F)cc2)[nH]c1-c1ccccc1)Nc1ccccc1,22.0%
COc1cccc(C(=O)N2CCC[C@H]2c2nc(-c3ccc(OC)c(OC)c3)no2)c1,-11.0%
CC(=O)c1ccc(N2CCN(C(=O)C3CCCN(S(=O)(=O)c4ccc(Br)s4)C3)CC2)cc1 (stereo not given),-21.7%
N#Cc1cc(-c2ccccc2)[nH]c1-c1nccc2ccccc12,?
Cc1ccc(-c2[nH]c3ccccc3c2SCCNC(=O)c2ccc(S(=O)(=O)N(C)C)cc2)cc1,-29.9%
COc1ccc(C(=O)NC2CCN(c3cn[nH]c(=O)c3)CC2)c(OC)n1,-11.2%

# Two of the compounds above, bar-delimited:
SMILES | KDM5B inhibitor
COc1cccc(C(=O)N2CCC[C@H]2c2nc(-c3ccc(OC)c(OC)c3)no2)c1 | -11.0%
CC(=O)c1ccc(N2CCN(C(=O)C3CCCN(S(=O)(=O)c4ccc(Br)s4)C3)CC2)cc1 (stereo not given) | -21.7%

# Next part.
SMILES,KDM5B inhibitor
O=C(NCC1Cn2cccc2CN1Cc1ccccc1)c1c[nH]c2ccccc12 (stereo not given),?
CCOC(=O)c1cnn(-c2cccc(Cl)c2)c1C1CCN(C(=O)OC(C)(C)C)CC1,12.8%
COc1ccccc1C(C[N+](=O)[O-])c1c(N)n(C)c(=O)n(C)c1=O (stereo not given),-4.7%
Cc1cccc(-n2nc(C)n(CC(=O)N[C@@H]3CS(=O)(=O)C[C@H]3O)c2=O)c1,43.9%[activator]
CCc1noc(CN2CCN(c3cc(C)nc(C(C)C)n3)CC2)n1,6.8%
CC(=O)C1=C(O)C(=O)NC1c1ccccc1F (stereo not given),-14.8%
Cc1ccsc1/C=N/NC(=O)c1cccc2ccccc12,-11.7%
Cc1cc(C)c2cc(C(=O)N3CCC(Cc4ccccc4)CC3)[nH]c2c1,?
Cc1ccc2c(c1)SC(C(=O)Nc1ccc(C)c(S(N)(=O)=O)c1)C2 (stereo not given),-0.7%
Cc1ccc(C(=O)COC(=O)c2cccc(NC(=O)c3ccc(Br)cc3)c2)cc1,?
O=C(CS(=O)(=O)Cc1coc(-c2ccccc2)n1)N1CCCC1,14.2%
O=C1CCN(S(=O)(=O)c2ccc3c(c2)CCC3)CCCC(c2nc(-c3cccnc3)no2)CCN1 (stereo not given),33.4%
COc1ccccc1CC(=O)NCc1nnc2ccc(-c3ccc(C)cc3)nn12,?
Cc1ccc(C(=O)c2cn(Cc3ccccc3)c3ccccc3c2=O)cc1,-17.6%
CC(C)C(NC(=O)c1ccc(-c2ccccc2)cc1)C(=O)O (stereo not given),7.3%
COc1ccc(C)cc1NC(=O)c1cc2ccccc2cc1OCC(N)=O,15.9%
COc1ccc(OC)c(N(CC(=O)NCc2ccccc2)S(=O)(=O)c2ccccc2)c1,3.4%
CCOc1ccc(C(=O)Nc2cc(-c3nc4ccccc4s3)ccc2OC)cc1,-25.2%
Cc1[nH]nc2c1C(c1c(F)cccc1Cl)C1=C(COC1=O)N2 (stereo not given),?
O=C(O)/C=C/C(=O)c1ccc(Br)cc1,?
CO[C@H]1O[C@H](CBr)[C@@H](OC(=O)c2ccccc2)[C@H](O)[C@H]1O,13.9%
COc1ccccc1NC(=O)N1CCOc2ccccc21,-64.9%
Cc1[nH]nc(CCC(=O)N2CC[C@@H](NC(=O)c3cnccn3)[C@H](O)C2)c1C,-12.0%
CCCCn1c(SCC(=O)Nc2ccc3c(c2)OCCO3)nc2c(-c3ccccc3)c[nH]c2c1=O,-3.9%
Fc1ccc(SCCc2ccccn2)cc1,?
O=C1NC[C@H]2O[C@H](Cc3cc(COc4ccccc4)on3)CC[C@@H]2O1,-10.9%[86.2 µM]
O=C1CCSc2c1cccc2C(=O)Nc1ccc(F)cc1Cl,22.2%
CC(=O)Nc1nc2n(n1)C(c1ccccc1)C=C(c1ccccc1)N2 (stereo not given),?
COc1ccc(CNC(=O)CSc2n[nH]c(-c3ccc(OC)cc3)n2)cc1,9.3%
Cc1cc(C(=O)O)c(C)n1CC(F)(F)F,-11.9%

# Two records picked at random from those above:
SMILES,KDM5B inhibitor
Fc1ccc(SCCc2ccccn2)cc1,?
Cc1noc(C)c1CCC(=O)NC1CCCN(Cc2ccc(Cl)cc2)C1 (stereo not given),2.5%

# Going on with the list.
SMILES,KDM5B inhibitor
COC(=O)c1ccc(COC(=O)Cc2ccc3c(c2)OCCO3)cc1,20.3%
O=C(NCc1cccnc1)C1CCN(S(=O)(=O)c2cccc(OC(F)(F)F)c2)CC1,-8.9%
Cn1c(=O)c2c(nc(NCCN3CCOCC3)n2Cc2cccc(F)c2)n(C)c1=O,1.4%
O=S(=O)(NC[C@H]1OC[C@@H](NCc2ncc[nH]2)[C@@H]1O)c1ccccc1,?
O=C1CCSc2ccc(C(=O)NNC(=O)c3ccccn3)cc2N1,?
Cc1csc(=O)n1CC(=O)OCC(=O)Nc1cc(Cl)ccc1[N+](=O)[O-],3.9%
Cc1ccc(-c2ccc3c(n2)CN(C)C(=O)CO3)cc1,2.7%[115 µM]
COc1c(F)cccc1C(=O)N1CCC(Cc2ccc(C(=O)O)cc2)C1 (stereo not given),15.7%
CS/C(=C\C(=O)c1ccco1)Nc1ccccc1Cl,4.0%
CCn1c(=O)cc(OCC(=O)N2CCN(c3ccc(F)cc3)CC2)c2ccccc21,-50.3%

# This is a subset; rates above refer to the full screens.
